P. falciparum M1AAP: malaria alanyl aminopeptidase activity blockers – biochemical, fluorogenic H-Leu-NHMec substrate, 1536-well (AID 1445); recombinant M1AAP, H-Leu-NHMec fluorogenic kinetic assay; higher % means a stronger effect; inhibition, % at 30 µM, or IC50 in µM where a hit was titrated; hit rate 0.42% among 220,000;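 active means primary inhibition above the hit cutoff, then over 50% inhibition at one or more dose response concentrations, cut at about 23% in these data, passing the limit was not always enough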;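 further: plate controls were DMSO full reaction for no effect and no enzyme background for full effect; strong numbers were not always called active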
Yfh1-depleted yeast: enhancers of respiration in Yfh1-depleted yeast, dose response, Friedreich's ataxia, plus single-dose screen (AID 1465) | hit rate 0.074% among 220,000 | S. cerevisiae Yfh1-off respiration, WST-1 reduction, 72 h; higher fold induction means a stronger effect | one-dose fold induction at 50 µM; EC50 in µM for titrated hits;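 active means fold induction of absorbance versus untreated yeast above a set limit, then at least 30% activation at any dose in follow-up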;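 further: activators that raise dye reduction in frataxin-depleted yeast; strong numbers were not always called active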
M17LAP inhibition: P. falciparum M17LAP inhibitors, primary screen, biochemical, fluorogenic H-Leu-NHMec substrate, 1536-well (AID 1619). hit rate 0.38% among 220,000. recombinant M17LAP, H-Leu-NHMec fluorogenic kinetic assay; higher % means a stronger effect. inhibition, % at 30 µM; hits with a dose series show IC50 in µM;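 active means compound inhibiting the enzyme by more than half at any dose during confirmatory dose-response retesting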;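 further: plate controls were full reaction with DMSO carrier for no effect and no enzyme background for full effect; strong numbers were not always called active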
LYP inhibition: inhibitors of LYP phosphatase, biochemical, fluorescence intensity, uHTS (AID 1779); inhibition, % at 11.5 µM; hits with a dose series show IC50 in µM; recombinant LYP phosphatase, fluorescence intensity; higher % means a stronger effect; hit rate 0.054% among 290,000;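 further: plate controls were vehicle with enzyme for no effect and no enzyme for full effect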
human PMI inhibitors: human PMI inhibitors, high substrate, primary screen, biochemical, fluorescence intensity, high mannose 6-phosphate (AID 1220); inhibition, % at 20 µM, or IC50 in µM where a hit was titrated; hit rate 0.66% among 190,000; recombinant PMI enzyme, coupled fluorescence intensity; higher % means a stronger effect
PMI inhibitors: inhibitors of human PMI, primary screen, biochemical, fluorescence intensity, coupled assay (AID 1209) | purified PMI enzyme, coupled fluorescence intensity; higher % means a stronger effect | inhibition, % at 20 µM; hits with a dose series show IC50 in µM | hit rate 0.42% among 190,000;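 further: plate controls were DMSO vehicle for no effect and wells lacking substrate for full effect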
XIAP displacement: XIAP antagonists, biochemical, IAP family, fluorescence polarization (AID 1018); hit rate 0.007% among 200,000; displacement, % at 20 µM; hits with a dose series show IC50 in µM; XIAP BIR domain, fluorescence polarization peptide displacement; higher % means a stronger effect; in the data active means displacement above about 50%; further: a part of the inactive calls stands beside numbers as strong as those of hits
WT yeast gro inh: growth inhibition of WT yeast, mitochondrial fusion screen. inhibition, % at 10 µM. hit rate 2.1% among 190,000. mitochondrial fusion phenotypic screen, WT strain. AID 1362; in the data active means inhibition above about 58%; tested in S. cerevisiae
TNAP activation fold: stimulation of alkaline phosphatase TNAP activity – biochemical, luminescent, no phosphate acceptor, uHTS, primary screen (AID 1001) | hit rate 0.03% among 200,000 | activation fold at 20 µM; hits with a dose series show EC50 in µM | purified TNAP, luminescent activation assay, no phosphate acceptor; higher activation fold means a stronger effect; in the data active means activation fold from about 3, or a potency from the dose series; inactive means the rest, 99 in 100 with activation fold below about 1.6; further: many of its hits are not listed in these tables
WT yeast gro inh mutant strain: further read-out of WT yeast gro inh, marked with its call; inhibition, %; mitochondrial fusion phenotypic screen, mutant strain inhibition
Active calls of the source: *; i = inactive; x = no result given. Unless noted, no stated cut-off is given here; in the data, active means inhibition above about 50%; inactive means the rest.

SMILES | P. falciparum M1AAP | Yfh1-depleted yeast | M17LAP inhibition | LYP inhibition | human PMI inhibitors | PMI inhibitors | XIAP displacement | WT yeast gro inh | WT yeast gro inh mutant strain | TNAP activation fold
O=S(=O)(N1CCOCC1)N1CCN(c2ccc(F)cc2)CC1 | 6.3% | i | 0.1% | -2.5% | -10.3% | -11.2% | -2.9% | 1.5 | -4.1 | 1
Cc1cc(C)n(C(=O)C23CC4CC(CC(C4)C2)C3)n1 | 11.0% | i | 7.5% | -4.0% | 5.1% | 3.5% | -1.9% | -3.9 | -3.7 | 1.1
O=C(CSc1nnnn1-c1ccccc1)CC(=O)Nc1ccc(Cl)cc1 | -1.8% | i | 0.0% | -5.2% | -8.6% | -11.9% | -4.8% | 29.1 | 1.1 | 1.1
O=C(NCc1ccccn1)Nc1cccc(NC(=O)NCc2ccccn2)c1 | 7.4% | i | 36.0% | -8.0% | 19.1% | 14.5% | -1.2% | 8.2 | 3.8 | 1.1
Cc1cccc2c1-c1sc(C(=O)NCCCN3CCc4ccccc4C3)cc1CO2 | 13.2% | i | -3.5% | -33.0% | x | x | x | x | x | x
CC1CN(CCOc2ccccc2[N+](=O)[O-])CC(C)O1 (stereo not given) | -5.5% | i | -2.2% | -8.2% | -4.2% | 1.6% | -2.2% | -1.1 | 7.9 | 1.1
CCOC(=O)C1(Cc2ccccc2)CCN(Cc2ccon2)CC1 | 4.3% | i | 22.4% | -2.3% | x | x | 1.0% | -5.7 | -9.2 | 1.1
CN(c1nc2nonc2nc1NC1CC1)C1CCOC1 (stereo not given) | 5.8% | i | 8.4% | -3.8% | -6.0% | -8.4% | -5.7% | 4.3 | 2.0 | 1
Cc1sc2c(c1C)c(=O)n(-c1ccc(F)cc1)c(=O)n2CC(=O)NCc1ccco1 | 3.6% | i | 0.7% | -2.1% | -3.7% | 2.2% | -4.0% | -9.8 | -19.1 | 1.1
CC(C)C(=O)Nc1c(C(=O)c2ccc(F)cc2)oc2ccccc12 | 11.2% | i | 6.9% | -6.6% | 0.9% | -2.5% | -0.3% | 2.0 | 5.6 | 1.1
C(=N\Nc1nc(-c2ccccc2)cs1)/c1cccs1 | 7.3% | i | 54.8% | -2.1% | 5.9% | 10.3% | 0.4% | 40.6 | 41.1 | 1.2
O=C(N1CCCCC1)N1CCCN(C(=O)N2CCCCC2)CC1 | 3.4% | i | 7.9% | -3.6% | 11.0% | 15.5% | 0.2% | 11.2 | 3.8 | 1.1
COC(=O)C1=C(C)Nc2[nH]c(=S)[nH]c(=O)c2C1c1ccc(OC)cc1 (stereo not given) | 7.7% | i | 4.3% | 3.4% | -9.9% | -11.8% | -0.3% | -12.6 | 8.8 | 1.1
CC1(C)Cc2nc3sc(C(=O)NCCCO)c(N)c3cc2CS1 | 1.4% | i | 7.5% | -4.5% | 10.7% | 2.2% | -4.2% | -0.1 | 9.3 | 1.1
O=C(O)CSc1nnc(Cc2ccccc2)n1-c1ccccc1 | 0.0% | i | 4.2% | -4.5% | -12.4% | -3.3% | -4.9% | 6.7 | 7.0 | 1.1
CCN(CC)CCNc1ncnc2c1sc1nc(N3CCOCC3)c3c(c12)CCCC3 | 7.7% | i | 21.8% | 2.8% | x | x | x | x | x | x
CCOc1cc(CNCCN2CCOCC2)ccc1OCc1ccccc1Cl | 2.4% | i | -7.7% | -1.2% | 5.4% | -10.7% | -10.4% | -10.8 | -15.7 | 1.1
COc1ccc(-c2noc(CCC(=O)N3CCC(C)CC3)n2)cc1 | -2.3% | i | 13.9% | -7.9% | 2.8% | 7.1% | -4.1% | -8.6 | -7.0 | 1.1
CC(=O)NC(Cc1ccc(C)cc1)C(=O)NC1CCN(C(=O)c2ccc([N+](=O)[O-])cc2)CC1 (stereo not given) | 0.0% | i | 3.5% | -5.8% | 1.5% | 7.4% | -9.9% | 1.4 | 21.7 | 1.1
COc1cc(CNn2nnnc2N)cc(Br)c1OCc1c(Cl)cccc1Cl | 7.9% | i | -4.7% | -5.0% | 0.7% | 3.5% | -1.7% | 2.4 | 12.3 | 1.2
Brc1ccc2c(c1)C(C1=NCCN1)c1ccccc1CS2 (stereo not given) | 22.5% | i | -23.9% | 0.1% | 0.7% | -6.6% | -4.3% | -8.0 | 17.4 | 1.3
CCCCc1ccc(NC(=S)NCCCN2CCOCC2)cc1 | 13.6% | i | 8.8% | -4.0% | -0.8% | 1.8% | 0.6% | 16.6 | 25.9 | 1
CC(C)(C)c1ccc(CN2C(=O)CSC2=O)cc1 | 0.1% | i | -2.3% | -0.5% | -0.7% | -1.7% | -7.7% | 5.1 | 19.9 | 1.2
COC(=O)c1ccc(CSc2nc3ccccc3o2)cc1 | 4.4% | i | -9.4% | -6.1% | 11.1% | 11.1% | -2.6% | 4.2 | -11.6 | 1.1
CCN(CC(=O)NC1CCCCC1)S(=O)(=O)c1ccc(Cl)cc1 | -0.2% | i | 17.3% | -13.1% | 2.6% | 4.8% | -3.7% | -1.7 | 4.1 | 1

Reprinted from above (3 entries):
SMILES | P. falciparum M1AAP | Yfh1-depleted yeast | M17LAP inhibition | LYP inhibition | human PMI inhibitors | PMI inhibitors | XIAP displacement | WT yeast gro inh | WT yeast gro inh mutant strain | TNAP activation fold
Brc1ccc2c(c1)C(C1=NCCN1)c1ccccc1CS2 (stereo not given) | 22.5% | i | -23.9% | 0.1% | 0.7% | -6.6% | -4.3% | -8.0 | 17.4 | 1.3
CCCCc1ccc(NC(=S)NCCCN2CCOCC2)cc1 | 13.6% | i | 8.8% | -4.0% | -0.8% | 1.8% | 0.6% | 16.6 | 25.9 | 1
CC(C)(C)c1ccc(CN2C(=O)CSC2=O)cc1 | 0.1% | i | -2.3% | -0.5% | -0.7% | -1.7% | -7.7% | 5.1 | 19.9 | 1.2

An excerpt from above in order of their number in PMI inhibitors, rising:
Compound	P. falciparum M1AAP	M17LAP inhibition	LYP inhibition	human PMI inhibitors	PMI inhibitors	XIAP displacement	WT yeast gro inh mutant strain	TNAP activation fold
O=C(O)CSc1nnc(Cc2ccccc2)n1-c1ccccc1	0.0%	4.2%	-4.5%	-12.4%	-3.3%	-4.9%	7.0	1.1
CC1CN(CCOc2ccccc2[N+](=O)[O-])CC(C)O1 (stereo not given)	-5.5%	-2.2%	-8.2%	-4.2%	1.6%	-2.2%	7.9	1.1
O=C(N1CCCCC1)N1CCCN(C(=O)N2CCCCC2)CC1	3.4%	7.9%	-3.6%	11.0%	15.5%	0.2%	3.8	1.1

(continued)
SMILES | P. falciparum M1AAP | Yfh1-depleted yeast | M17LAP inhibition | LYP inhibition | human PMI inhibitors | PMI inhibitors | XIAP displacement | WT yeast gro inh | WT yeast gro inh mutant strain | TNAP activation fold
O=C1CC(c2ccc(Cl)cc2)n2nc(NS(=O)(=O)c3ccc(F)cc3)nc2N1 (stereo not given) | -0.7% | i | 12.3% | -9.0% | 3.7% | 11.0% | -7.3% | 8.0 | 13.4 | 1.1
COCCCNC(=O)Nc1ccc(Br)cc1Cl | 1.7% | i | 3.5% | -5.4% | 2.0% | 4.3% | -1.6% | 9.9 | 16.0 | 1
COc1cc(C2OCC3C(c4ccc(OC5OC(CO)C(O)C(O)C5O)c(OC)c4)OCC23)ccc1O (stereo not given) | -0.6% | i | 9.3% | -0.2% | 31.9% | 26.1% | -2.3% | 3.6 | -6.1 | 0.4
Cc1ccc(C(=O)Nc2c(-c3cccs3)nc3cc(C)ccn23)cc1 | 4.2% | i | -0.9% | -6.4% | 4.5% | 6.6% | -8.8% | 6.3 | 9.4 | 1.1
COCCNC(=O)C(c1ccc(C)o1)N(Cc1ccco1)C(=O)c1snc(C(N)=O)c1N (stereo not given) | -0.8% | i | 2.1% | 0.5% | -15.5% | -13.6% | -1.9% | -13.6 | 4.5 | 1.1
Cc1cc(C)n(-c2nnc(C)n2N)n1 | 2.8% | i | 1.8% | -2.1% | -3.5% | -1.6% | -2.4% | -10.0 | -1.5 | 1.1
CCOC(=O)N1CCN(C(=O)CS(=O)(=O)c2cn(Cc3ccc(F)cc3)c3ccccc23)CC1 | 5.6% | i | 4.6% | -5.1% | x | x | x | x | x | x
Cc1cc(NC(=O)CSc2ncccn2)no1 | 4.7% | i | -4.2% | -10.0% | -1.1% | -12.9% | -17.0% | -14.9 | -15.8 | 1.2
O=C(CCCOc1ccccc1)Nc1ccncc1 | 4.7% | i | -1.1% | -14.9% | 0.0% | 3.4% | -4.4% | -12.9 | -23.7 | 1.1
COc1ccc(-n2c(SCC(=O)C(C)(C)C)nc3ccsc3c2=O)cc1 | 0.0% | i | -0.7% | -1.6% | -1.9% | -13.8% | -3.7% | 0.3 | 3.6 | 1
CCOC(=O)C(NC(C)=O)(N1CCc2ccccc2C1)C(F)(F)F (stereo not given) | -2.7% | i | -2.9% | 1.0% | 7.3% | 2.4% | -2.1% | -18.8 | -3.5 | 1.1
O=c1cc2c(nn1Cc1ccc(F)cc1)-c1ccccc1CC2 | -3.2% | i | -6.9% | -10.7% | 3.3% | 6.3% | -0.7% | 57.9 | 40.0 | 1
CCOC(=O)c1sc(Nc2nc3c(F)cccc3s2)cc1C | 18.3% | i | 10.0% | -5.0% | -28.2% | -31.7% | -9.6% | 2.1 | 7.4 | 1.1
CCCc1cc(-c2[nH]ncc2-c2ccc(C(=O)OCC)o2)c(O)cc1O | -4.7% | i | 8.4% | -4.3% | 20.6% | 13.4% | -7.5% | 23.1 | 7.5 | 1.9
CSCC[C@H](NC(=O)CCn1nnc2ccccc2c1=O)C(=O)O | 2.0% | i | 7.0% | -2.7% | -7.6% | -16.3% | 0.9% | -15.2 | 19.0 | 1.1
S=c1[nH]c(-c2ccc(Br)cc2)cn1CCc1ccccc1 | 0.5% | i | -1.7% | -3.3% | -18.8% | -25.7% | -7.7% | 13.9 | 8.0 | 0.9
Cc1cc(=O)n2[nH]c(N)c(N=Nc3ccccc3)c2n1 | 13.3% | i | 47.7% | -1.4% | 18.1% | 3.6% | x | -10.1 | 0.6 | 1.1
C#CCOCCOCCOCCNc1nc(N2CCOCC2)nc(N2CCN(C(=O)[C@H](CCCCN)n3cc([C@@H](N)CO)nn3)CC2)n1 | 1.4% | i | -2.8% | -11.8% | -11.2% | 22.1% | -7.1% | -6.1 | -3.7 | 1
Cc1ccc2c(Cl)cc(Cl)c(OCC(=O)OCC(=O)Nc3ccc(C#N)cc3)c2n1 | 10.3% | i | 3.1% | -10.6% | 9.2% | 17.5% | -8.7% | -13.7 | 8.3 | 1.2
COc1ccc(S(=O)(=O)NC2CCCC2)c(Cl)c1Cl | -13.8% | i | -7.2% | -9.6% | -5.0% | -4.0% | -7.2% | 11.3 | 16.8 | 1.1
Cc1ccc(OCC(=O)Nc2ccc(C)c(S(=O)(=O)N3CCCCCC3)c2)c([N+](=O)[O-])n1 | -1.8% | i | 1.6% | 6.8% | 3.5% | 7.4% | -10.0% | 18.9 | 1.1 | 1.1
Cc1noc(C)c1Cc1ccc(O)cc1 | 5.6% | i | 21.2% | -5.7% | -4.4% | -1.0% | -4.7% | -11.0 | 14.5 | 1
COc1ccc(NC(=O)c2ccc(Cc3ccc(C)cc3)o2)cc1 | 4.9% | i | 3.5% | -4.7% | 20.5% | 3.3% | -7.0% | 22.8 | -21.2 | 1.1
COc1ccc(CCN(C)Cc2nc(Cc3ccc(OC)c(OC)c3)no2)cc1OC | 4.1% | i | -1.8% | -9.2% | -5.2% | -3.4% | -7.0% | 8.1 | 16.0 | 1.1

Screening data: PubChem, several laboratories
